# AMA1 RON2 block – qHTS for Inhibitors of AMA1-RON; Towards Development of Antimalarial Drug Lead: Primary Screen; AlphaScreen AMA1-biotinylated RON2 peptide binding; 360,000 compounds, 0.2% hits; Plasmodium falciparum AMA1 (3D7) - RON2 peptide interaction; Potency, µM (highest dose often 58.2 µM), inactives show at the top dose activity change, negative = inhibition, usual class: inhibitors;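 further: 0% = vehicle wells and -100% = peptide control; nearly all actives have a fitted effect of over 45% in size; some results filed as inactive show a strong effect at the top dose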
#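 AMA1 (3D7) with his tag at 25 nM final met compounds first, then biotinylated RON2 peptide at 25 nM; detection used donor plus acceptor beads, 10 µg/mL apiece, read by AlphaScreen after 30 min at room temperature.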
# TbPYK inhibitor – qHTS of Trypanosoma Brucei Inhibitors. AID 624173, 2012. TbPYK enzyme, Kinase-Glo Plus ATP luminescence, 45 min. 410,000 compounds, 0.12% hits. Potency, µM (doses to about 76.8 µM), for the others: at the highest dose activity, negative = inhibition, actives largely listed as inhibitors; further: nearly all actives have a fitted effect of over 50% in size
#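 Luminescence from Kinase-Glo Plus, added after a 45-minute room-temperature reaction, served as the end-point read-out. The enzyme and substrate were preincubated with compound before ADP (130 uM final) initiated turnover. Concentration-effect curves came from normalized qHTS data.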
# * = called active by the depositor; u = inconclusive; & = joins results of further samples; [ ] = remark or other dose. The call rests on the fitted dose curve; in most records, active means well fitted curve in the direction sought with a large enough effect; inconclusive means small, poorly fitted or top-dose-only effect, or another doubt; inactive means no such curve, though single readings can be large; an effect the other way counts as inactive or inconclusive. Unless noted, on the % scale 0 is the no-effect control and ±100 the full control effect; potency means the concentration at half of the fitted maximal effect. An excerpt. The share of hits here may be higher or lower than overall.
SMILES,AMA1 RON2 block,TbPYK inhibitor
COc1ccc(C(c2nnnn2C2CCCCC2)N2CCC3(CC2)C(=O)NCN3c2ccccc2)cc1 (stereo not given),-11%,1%
Cc1cc(OCC(=O)OCC(=O)NC2CCS(=O)(=O)C2)ccc1Cl (stereo not given),-2%,-11%
C[C@H]1O[C@@H](O[C@H]2CC[C@@]3(C)C(CC[C@]4(C)C3C=C[C@]35OC[C@@]6(CCC(C)(C)C[C@H]63)[C@@H](O)C[C@]54C)[C@]2(C)CO)[C@H](O)[C@@H](O[C@@H]2O[C@H](CO)[C@@H](O)[C@H](O)[C@H]2O)[C@H]1O (stereo not given in full),-2%,6%
CCCC(=O)Nc1ccc(C(=O)COC(=O)C2CC2)cc1,2%,-12%
CCOC(=O)c1cc2c(=O)n3cccc(C)c3nc2n(CC2CCCO2)c1=NC(C)=O (stereo not given),-3%&-4%,-2%&5%
COc1ccc(C(C)(C)C)cc1NC(=O)C1=CC=CN2CCS(=O)(=O)N=C12,-9%,-7%
CCCNC(=O)c1cc(C2CCCCN2S(=O)(=O)c2ccc(OC)cc2)on1 (stereo not given),21%,3%
CC1=C(C/C(C)=C/c2ccccc2)/C(=C/CO)[C@H](O)[C@](C)(O)C12CC2,-4%,-9%
O=C1CN(C(=O)COC(=O)c2ccc(Br)o2)c2ccccc2N1,-9%,2%
COc1ccc(-n2nnnc2C(c2cccc3ccccc23)N2CCN(C/C=C/c3ccccc3)CC2)cc1 (stereo not given),u,1%
Cc1cc2nc(-c3cccc(Br)c3)c(CC(C)(C)C)n2c(C)c1Br,-5%,-1%
COc1cc2nncc(SC)c2cc1OC,-4%,-1%
O=C(COc1ccccc1)N[C@@H]1c2ccccc2CC[C@@H]1O,-3%,-2%
CCC/C=C/c1ccc(CN2C(C(C)C)C(=O)N(Cc3cn(CCC4OCCO4)nn3)CCS2(=O)=O)cc1 (stereo not given),1%,1%
O=C(N[C@H]1C/C=C\C[C@@H](CC(=O)N(CCO)Cc2ccccc2)C(=O)N2CCC[C@@H]2COC1=O)OCC1c2ccccc2-c2ccccc21,0%,-5%
CCCCCCCCN1[C@@H](CC(C)=O)c2cc(C(F)(F)F)ccc2S1(=O)=O,83%[activator],2%
C[C@H](CO)N1C[C@H](C)[C@H](CN(C)C(=O)Nc2ccc(N3CCN(C)CC3)cc2)OCc2cnnn2CCCC1=O,12%,7%
CC(C)N1CCC(C)(C(=O)Nc2ccc(Cl)c(Cl)c2)C1 (stereo not given),6%,3%
COC(=O)C(CC(=O)c1ccc(Cl)cc1)c1ccccc1 (stereo not given),16%,-3%
O=C(COC(=O)c1c(Cl)cccc1Cl)NCc1cccs1,8%,3%
CCCN(C)C1CN(Cc2cn(Cc3ccc(F)cc3)nn2)S(=O)(=O)C1 (stereo not given),1%,0%
Cc1cnc(C(=O)OCC(=O)Nc2cccc3ccccc23)cn1,0%,4%
Cc1ccc(S(=O)(=O)N(C)C[C@@H]2Oc3ccc(NC(=O)Cn4cnnn4)cc3C(=O)N([C@@H](C)CO)C[C@H]2C)cc1,0%,-1%
CC(C)C[C@H]1CNC(=S)N1C[C@H]1CCCN1C[C@H](Cc1ccccc1)N1C[C@H](Cc2ccc(O)cc2)N(CC2CCCCC2)C1=S,7%,-5%
O=C(Cc1cccc(NC(=O)C2CCCN(C(=O)C3CCC3)C2)c1)Nc1ccc(C(=O)N2CCCCC2)cc1 (stereo not given),1%,0%
OCC[C@@H]1C[C@H](O)[C@@H](O)[C@@]2(CCCCO2)O1,-8%,0%
C#CCOCCOCCOCCNc1nc(N2CCN(C(=O)Cn3cc(CC(C)O)nn3)CC2)nc(N2CCN(C(=O)[C@H](C)n3cc(CCC(=O)O)nn3)CC2)n1 (stereo not given in full),-1%,-2%
COc1ccc(NS(=O)(=O)c2cc(NC(=O)C3=NN(c4ccccc4)C(=O)CC3)ccc2C)cc1,-10%[11.6 µM],2%
O=C(COC(=O)/C=C/c1ccccc1)NCc1ccc2c(c1)OCO2,-4%,-14%
Cc1ccc(C(=O)NCC(=O)OCc2nc3ccsc3c(=O)[nH]2)cc1C,8%,0%
CC(C)CNc1ncnc2c1ncn2[C@H]1CN(CCN2CCOCC2)C[C@@H](CO)O1,6%,-6%
CC(C)CN(C(=O)Cn1nnc(-c2ccc(Cl)cc2)n1)C1CCS(=O)(=O)C1 (stereo not given),-7%,0%
O=C(Nc1ccccc1)N1Cc2ccccc2-n2nncc2C1,3%,2%
C=CCN1C(=O)C(=Cc2ccc3c(c2)CCC3)SC1=S,0%,-2%
COC(=O)C(C)(C)c1cccnc1C#N,-2%,-1%
CS(=O)(=O)c1ccc(C2=C(CNC(=O)c3cccs3)[C@H]3CC[C@@H](C2)N3Cc2ccco2)cc1,0%,4%
CCOc1ccccc1Nc1nnc(SCC(=O)NC2CC2)s1,-5%,-4%
O=S1(=O)CC(N2CCCCC2)CN1Cc1cn(Cc2cccc(Cl)c2)nn1 (stereo not given),2%,1%
NC(=O)C(C1=CCCCC1)c1ccccc1 (stereo not given),3%,3%
Cc1ccc([C@@H]2C[C@H]3[C@@H](CN2S(=O)(=O)c2ccc(Cl)cc2)C(=O)C[C@@H](c2ccccc2F)N3S(=O)(=O)c2ccc(C)cc2)cc1,-3%,-12%

# Complete entries as entered above:
# Entry for CCCN(C)C1CN(Cc2cn(Cc3ccc(F)cc3)nn2)S(=O)(=O)C1 (stereo not given) : AMA1 RON2 block = 1%; TbPYK inhibitor = 0%
# Entry for OCC[C@@H]1C[C@H](O)[C@@H](O)[C@@]2(CCCCO2)O1 : AMA1 RON2 block = -8%; TbPYK inhibitor = 0%
# Entry for C=CCN1C(=O)C(=Cc2ccc3c(c2)CCC3)SC1=S : AMA1 RON2 block = 0%; TbPYK inhibitor = -2%

# Additional structures follow:
SMILES,AMA1 RON2 block,TbPYK inhibitor
O=C1C=C(N2CCOCC2)CCC1,6%,-1%
COc1ccc(NS(=O)(=O)c2cc(NC(=O)CCc3ccc(OC)c(OC)c3)ccc2N2CCOCC2)cc1,-10%,5%
Cc1[nH]c2ccccc2c1C=NNC(=O)c1cc(-c2cccnc2)nc2ccccc12,55%[activator],-3%
COc1ccc(CN(C)C[C@H]2OCCCC[C@H](C)Oc3ccc(NC(=O)CCC(F)(F)F)cc3C(=O)N([C@@H](C)CO)C[C@@H]2C)cc1,7%,4%
O=C(CC(=O)c1ccccc1)Nc1ccc([N+](=O)[O-])cc1,-25%,4%
O=C(CSc1nnc(CN2CCOCC2)n1-c1ccc(Cl)cc1)N1CCc2ccccc21,0%,-3%
Cc1ccc(C)c(NCCCCC(=O)O)c1,-4%,1%
COc1ccc(NC(=O)c2cccc3ccccc23)cc1OC,0%,1%
Fc1ccccc1/C=N/Nc1cc(N2CCCCC2)ncn1,-1%,-4%
CCCCC1SC(N)=NC1=O (stereo not given),10%,-6%
O=S(=O)(c1ccc(NC(=S)NN=Cc2ccccc2O)cc1)N1CCCCC1,35%[activator],-5%
CC1(C(=O)Nc2nc3ccc(S(C)(=O)=O)cc3s2)CC1(Cl)Cl (stereo not given),-9%,-2%
CC(=O)Nc1cc(-c2cccc(C(=O)NCCN(C)C)c2)cn2c(-c3cccc(C(F)(F)F)c3)cnc12,-11%,0%
CC1(Oc2ccc(CC#N)cc2)CCN(Cc2ccccc2OC(F)F)C1 (stereo not given),-12%,0%
O=[N+]([O-])c1ccc(NN=Cc2ccco2)nc1,11%,-5%
CCCOc1cccn2c(N(C=O)Cc3ccc(OC)cc3)c(CC)nc12,17%,-4%
CCNC(=O)C1(C)CCCN1C(=O)c1ccc(F)c(Cl)c1 (stereo not given),-4%,0%
O=C(NN=Cc1cccc2ccccc12)C1CC1,-10%,-11%
COc1ccc(NC(=O)CN(C)C2=NS(=O)(=O)c3ccccc32)cc1Cl,-8%,1%
CC[C@H](C)C1OC(=O)[C@@H](C)[C@@H](CC)NC(=O)[C@H](C)N(C)C(=O)C(C)(C)C(=O)C(C)NC(=O)[C@H](Cc2ccc(OC)cc2)N(C)C(=O)[C@H](C(C)C)N(C)C(=O)CNC(=O)[C@H](CC(C)C)N(C)C(=O)CNC1=O (stereo not given in full),0%,1%

# Shown bar-delimited: part of the list above
Molecule | AMA1 RON2 block | TbPYK inhibitor
Cc1ccc(C)c(NCCCCC(=O)O)c1 | -4% | 1%
COc1ccc(NC(=O)c2cccc3ccccc23)cc1OC | 0% | 1%

# The results go on:
SMILES,AMA1 RON2 block,TbPYK inhibitor
CC(C)(C)OC(=O)C[C@@H]1C/C=C\C[C@@H](CC(=O)NCCO)C(=O)NC[C@@H](c2ccccc2)OC1=O,5%,-6%
COC(=O)c1cc(Cl)ccc1NCC(N)c1ccccc1 (stereo not given),55%[activator],6%
N#CC1c2ccccc2C=CN1C(=O)c1ccc(N(CCCl)CCCl)cc1 (stereo not given),18%,-7%
O=c1[nH]nnc2c1sc1nc(N3CCOCC3)c3c(c12)CCCC3,-10%,2%
Cc1ccc(NC(=O)C2CCN(S(=O)(=O)c3cc([N+](=O)[O-])ccc3Cl)CC2)nc1,-15%,5%
CSc1ncccc1C(=O)OCC(=O)N1CC2(C)CC1CC(C)(C)C2 (stereo not given),-21%,-6%
Cc1cc(C(F)F)n2nc(C(=O)Nc3ccc(S(=O)(=O)N4CCCCCC4)cc3)nc2n1,-3%,3%
COC(=O)[C@]1(Cc2ccccc2)N[C@H](CN(C)C(=O)Nc2ccc(F)cc2)[C@@H]2C(=O)N(C)C(=O)[C@@H]21,28%,4%
CCOC(=O)C1(C)CCCN(C(=O)c2c(-c3ccccc3)noc2C)C1 (stereo not given),2%,2%
CCOc1ncccc1C(=O)Nc1cc(S(=O)(=O)N(CC)CC)ccc1N1CCOCC1,16%,-12%
CC(=O)Oc1ccc(CN2C(=O)C(CCc3ccccc3)ON=C2c2cnccn2)cc1 (stereo not given),0%,-3%
CCc1ncn(CCc2ccccc2OC)c1C(C)C,3%,2%
Cc1cc(C)cc(Cn2c3ccc(NC(=O)NCCc4cccs4)cc3c(=O)n2C)c1,12%,-5%
NC(=O)c1nc(-c2ccccc2)c(-c2ccccc2)[nH]c1=O,3%,1%
OC1CCC(Nc2ccn3nc(-c4cccc(Cl)c4)cc3n2)CC1 (stereo not given),0%,-1%
COc1ccc(OC)c(C2=CC(=O)C[C@H](c3ccc(F)cc3)C2)c1,u,-4%
O=C1/C(=C/c2cccnc2)SC(=S)N1Cc1ccco1,-24%,-1%
CCCCOC1NC(=O)NC(=O)C1(F)C(=O)OCC (stereo not given),0%,0%
COc1ccc(-c2csc(C(NC(C)=O)c3ccc(F)c(F)c3)n2)cn1 (stereo not given),-2%,0%
COc1cc(C)c(CN2CCN(C(=O)CCC(=O)c3ccc(C)s3)CC2)cc1OC,-12%,-17%

# Looked up by compound from the list above:
SMILES,AMA1 RON2 block,TbPYK inhibitor
NC(=O)c1nc(-c2ccccc2)c(-c2ccccc2)[nH]c1=O,3%,1%
O=C(COc1ccccc1)N[C@@H]1c2ccccc2CC[C@@H]1O,-3%,-2%

# (cont.)
SMILES,AMA1 RON2 block,TbPYK inhibitor
CC(C)c1ccc(CC(=O)N2CCC2(C)C(=O)Nc2cccc(C#N)c2)cc1 (stereo not given),-2%,5%
CCOC(=O)[C@]12CCCC=C1N(Cc1ccc(Cl)cc1Cl)C(=O)[C@H](CC(=O)NCCC(C)C)C2,1%,-1%
N#Cc1ccc(C(=O)N2CCC3CC2c2cc(N4CCCCC4)ccc23)cc1 (stereo not given),-14%,1%
Cc1ccc(Cc2c(-c3cccc(Br)c3)nc3c(C)cc(Br)cn23)cc1,7%,4%
C[C@@H]1CN([C@@H](C)CO)C(=O)c2cc(Br)cnc2O[C@H]1CN(C)C(=O)Nc1ccc(F)cc1,9%,5%
CCCCNC(=O)c1c(N)[nH]c(C(=O)c2ccccc2)c1-c1ccc(Cl)cc1,2%,4%
CC(C)C(=O)Nc1cccc(N2CCN(CCCN3C(=O)C4CCCCN4C3=O)CC2)c1 (stereo not given),-24%,2%
NS(=O)(=O)c1ccc(NC(=O)COC(=O)CCCN2C(=O)c3cccc4cccc(c34)C2=O)cc1,-7%,-10%
N#Cc1c(Nc2ccccc2)[n+]([O-])c2ccc(Cl)cc2[n+]1[O-],34%[activator],2%
CC(=O)c1ccc(N2CCN(C(=O)c3ccccc3SCC(=O)NCc3ccco3)CC2)c(F)c1,-12%[11.6 µM],3%
N#Cc1ccccc1OCC(=O)N1CC(=O)Nc2ccccc21,-12%,-4%
C[C@@H]1CCCCO[C@H](CN(C)C)[C@H](C)CN([C@@H](C)CO)C(=O)c2cc(NC(=O)Nc3ccc(C(F)(F)F)cc3)ccc2O1,5%,2%
O=C(CCNC(=O)c1ccccc1Cl)Nc1ccc(S(=O)(=O)Nc2nccs2)cc1,-4%,-3%
CC(C)CNC(=O)C1(C)CCCCCN1Cc1ccccc1-c1ccccc1 (stereo not given),-6%,-1%

# Single values from the list:
# In TbPYK inhibitor, CCOC(=O)[C@]12CCCC=C1N(Cc1ccc(Cl)cc1Cl)C(=O)[C@H](CC(=O)NCCC(C)C)C2 has -1%
# In AMA1 RON2 block, CC(C)c1ccc(CC(=O)N2CCC2(C)C(=O)Nc2cccc(C#N)c2)cc1 (stereo not given) has -2%
# In AMA1 RON2 block, Cc1ccc(Cc2c(-c3cccc(Br)c3)nc3c(C)cc(Br)cn23)cc1 has 7%
# In AMA1 RON2 block, O=C(CCNC(=O)c1ccccc1Cl)Nc1ccc(S(=O)(=O)Nc2nccs2)cc1 has -4%
